High-throughput results from PubChem.
IL-1B inflam inh: qHTS for Inhibitors of Inflammasome Signaling: IL-1-beta AlphaLISA Primary Screen | THP-1 LPS/ATP IL-1B secretion, AlphaLISA, 16 h; stronger effect = lower value | activity change, % at 57.5 µM | 360,000 tested, 4.7% active | AID 743279, 2014; in the data active = activity change below about -50%; inconclusive = mostly about -30% to -49%; note: % is set by controls: 0 for no effect and ±100 for the full control effect
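Secreted IL-1B measured by AlphaLISA bead assay after 16 h compound exposure of THP-1 cells; compounds (final up to 57.5 uM) added 1 h before LPS (250 ng/mL) and ATP (1.25 mM) stimulation; lower signal means less secretion.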
ATXN2 expr inh: Primary qHTS for Inhibitors of ATXN expression; AID 1745845, 2022; HEK-293 ATXN2-luciferase reporter, luminescence, 24 h; Potency, µM (titrated, usually from 57 µM), for inactives: at the highest dose activity change, negative = inhibition, most hits filed as inhibitors; 360,000 tested, 0.72% active; note: potency is the fitted concentration of half-maximal effect; % is set by controls: 0 for no effect and ±100 for the full control effect; nearly all actives have a fitted effect of over 55% in size
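qHTS (up to 57 uM final) was run with 24 h compound exposure of reporter cells at 37 °C. Each well was multiplexed: SteadyGlo luminescence measured ATXN2-luciferase expression after a fluorogenic Gly-Phe-AFC viability readout (25 uM final).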
MCF10A rerep: A quantitative high throughput screen for small molecules that induce DNA re-replication in MCF 10a normal breast cells; AID 624296, 2012; Potency, µM (series often up to 46.1 µM), for inactives: at the highest dose activity, positive = re-replication, most hits filed as activators; MCF 10A DNA re-replication, Hoechst nuclear intensity, 48 h; 350,000 tested, 2.9% active; note: potency is the fitted concentration of half-maximal effect; % of control where 0% means no effect; nearly all actives have a fitted effect of over 50% in size
HT1080 IDH1KD tx: qHTS for induction of synthetic lethality in tumor cells producing 2HG: qHTS for the HT-1080-IDH1KD cell line | Potency, µM (series often up to 46.1 µM), without a hit: at the highest dose activity, negative = toxicity, hits mostly cytotoxic | AID 686971, 2013 | 360,000 tested, 2% active | HT-1080 IDH1 knockdown viability, ATP luminescence, 48 h;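 note: potency is the fitted concentration of half-maximal effect; 0% = DMSO wells and -100% = cell-free medium wells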
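Using the IDH1-knockdown HT-1080 line run in the same batch and compound series as the NT line, viability after 48 h at 37 °C was determined by CellTiter-Glo luminescence and expressed as % activity.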
SW480 rerep: A quantitative high throughput screen for small molecules that induce DNA re-replication in SW480 colon adenocarcinoma cells. Potency, µM (highest dose often 46.1 µM), inactives show at the top dose re-replication activation, actives largely listed as activators. AID 624297, 2012. SW480 DNA re-replication, Hoechst DNA content imaging, 48 h. 340,000 tested, 1.8% active; note: potency is the fitted concentration of half-maximal effect; % of control where 0% means no effect; nearly all actives have a fitted effect of over 55% in size
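Treated cells incubate 48 hr (37 C, 5% CO2), are stained 40 min with Hoechst, and nuclear fluorescence is enumerated; a rise in nuclei with high DNA signal marks re-replication.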
KB-V1 cytotox: qHTS assay for MDR1-selective chemotherapeutics: Primary screen using the drug-selected MDR subline cells KB-V1; KB-V1 MDR cells viability, CellTiter-Glo, 72 h; Potency, µM (highest dose often 46.1 µM), inactives show top-dose activity change, negative = cytotoxicity, actives largely listed as cytotoxic; 400,000 tested, 3.4% active; note: potency is the fitted concentration of half-maximal effect; % is set by controls: 0 for no effect and ±100 for the full control effect; nearly all actives have a fitted effect of over 60% in size
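KB-V1, DMEM (no phenol red) + 10% FBS; cpd pin-transferred, titration series; 72 h, 37 degrees C; CellTiter-Glo, luminescence. Data normalized, curve-fit.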
HT1080-NT tox: qHTS for induction of synthetic lethality in tumor cells producing 2HG: qHTS for the HT-1080-NT fibrosarcoma cell line. AID 686970, 2013. 360,000 tested, 1.6% active. HT-1080-NT fibrosarcoma viability, CellTiter-Glo ATP luminescence, 48 h. Potency, µM (doses to about 46.1 µM), for the others: at the top dose activity, negative = less viability, most hits filed as cytotoxic;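 note: NT is the 2HG producing partner of a matched IDH1 knockdown line; potency is the fitted concentration of half-maximal effect; 0% = DMSO-treated cells and -100% = media-only wells without cells; nearly all actives have a fitted effect of over 55% in size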
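Read-out is CellTiter-Glo luminescence after 10 minutes at room temperature, following 48 hours' compound treatment of HT-1080-NT cells (750 cells/well, RPMI, 5% FBS, 37 degrees C).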
KB-3-1 tox: qHTS assay for MDR1-selective chemotherapeutics: Primary screen using the parental adenocarcinoma cell KB-3-1; Potency, µM (highest dose often 46.1 µM), for inactives: at the highest dose activity change, negative = cytotoxic, most hits filed as cytotoxic; KB-3-1 viability, CellTiter-Glo ATP luminescence, 72 h; AID 1347075, 2019; 400,000 tested, 1.4% active; note: potency is the fitted concentration of half-maximal effect; % is set by controls: 0 for no effect and ±100 for the full control effect; nearly all actives have a fitted effect of over 60% in size
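KB-3-1 parental drug-naive adenocarcinoma cells in DMEM/10% FBS, incubated 72 h at 37 C with pin-transferred compounds across a concentration series. Viability by CellTiter-Glo luminescence; concentration-response curves fitted after normalization.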
WRN inhibitor: qHTS for Inhibitors of WRN Helicase | WRN helicase unwinding, fluorescent forked duplex, kinetic | 360,000 tested, 0.46% active | Potency, µM (highest dose often 114 µM), inactives show at the highest dose activity change, negative = inhibition, usual class: inhibitors | AID 651768, 2012; note: potency is the fitted concentration of half-maximal effect; % is set by controls: 0 for no effect and ±100 for the full control effect; nearly all actives have a fitted effect of over 55% in size
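Kinetic red-fluorescence monitoring (525/598 nm) tracks WRN helicase activity after 100 nM fluorophore-quencher forked duplex and 2 mM ATP are added to 20 nM enzyme pretreated 15 min at room temperature with compound.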
An asterisk follows results filed as active; ? = inconclusive; . = not tested or not shown; & = joins results of further samples; [ ] = dose if it differs, or a comment. Unless noted, calls come from the whole dose curve; as a rule, active = well fitted curve in the direction sought with a large enough effect; inconclusive = small, poorly fitted or top-dose-only effect, or another doubt; inactive = no such curve, though single readings can be large; an effect the other way counts as inactive or inconclusive. The order is random; about 12% have a hit in one of these screens.

Molecule,IL-1B inflam inh,ATXN2 expr inh,MCF10A rerep,HT1080 IDH1KD tx,SW480 rerep,KB-V1 cytotox,HT1080-NT tox,KB-3-1 tox,WRN inhibitor
CCCCC1=NN(C(=O)c2cocc2C)C(O)(C(F)(F)F)C1 (stereo not given),-14,6%,?,-26%,7.3µM*,12%,4%,9%,-5%
COCCCNC(=O)CNC(=O)c1cn(-c2ccccc2OC)c(=O)c2ccccc12,7,-17%,18%,-2%,24%,7%,3%,-17%,-3%
C[C@@H]1CN([C@@H](C)CO)C(=O)CCCn2nncc2CO[C@H]1CN(C)C(=O)OCc1ccccc1,30,4%,.,7%,.,?,11%,-15%,10%
S=C(NCCN1CCOCC1)N/N=C/c1ccccc1,20,4%,6%,8%,-5%,1%,12%,7%,6%
c1ccc2c(c1)[nH]c1c(N3CCCC3)ncnc12,-6,-25%,4%,-11%,-5%,?,-12%,-12%,-2%
CN(C)c1ccc(/C=N/NC(=O)CN2CCCCC2)cc1Br,15,2%,1%,9%,-6%,3%,0%,-2%,-2%
CN1CCN(c2ccc(-c3cccc(NC(=O)COc4ccc(Cl)cc4Cl)c3)nn2)CC1,-19,-18%,?,-26%,-4%,-8%,?,-9%,6%
COc1ccc(S(=O)(=O)n2nc(C)cc2C)c(C)c1C,6,-5%,-5%,1%,11%,-2%,-20%,0%,0%
CCCCS(=O)(=O)N1CCCC(C(=O)Nc2ccc(Cl)cn2)C1 (stereo not given),0,.,0%,5%,2%,-8%,0%,-5%,0%
COc1ccc(S(=O)(=O)N(CC(=O)NCC2CCCO2)c2ccccc2)cc1OC (stereo not given),6,5%,-2%,-3%,-6%,1%,0%,-9%,-12%
O=C(O)COc1cnc2ccccc2n1,23,0%,-2%,2%,-3%,?,-1%,16%,-18%
Cc1ccccc1C(=O)NCCCn1ccnc1,12,1%,1%,5%,-9%,0%,17%,3%,22%
Cc1ccc(S(=O)(=O)N(C)CC(=O)N(C)Cc2cccs2)cc1,9,.,.,3%,.,4%,4%,13%,4%
Cc1nnc2c(NCCC(C)C)nc3ccccc3n12,24,8%,-8%,17%,-19%,-13%,11%,2%,7%
CCOC(=S)SCC(=O)N1CCc2ccccc2C1C1C(=O)CCCC1=O (stereo not given),-5,-5%,21%,-7%,-15%,3%,1%,4%,-10%
CCC(C)NC(=O)c1ccc([N+](=O)[O-])c(Cl)c1 (stereo not given),-20,-7%,12%,14%,-3%,14%,-1%,3%,-3%
Cn1c(NCCN(CCO)CCCc2ccc([N+](=O)[O-])cc2)cc(=O)n(C)c1=O,10,-7%&-1%&-4%,-15%&5%,-6%,-30%&-12%[inhibitor],-2%,?,0%,-1%
COCCn1c(SCC(=O)NC(C)c2ccc(F)cc2)nc2ccccc21 (stereo not given),-2,-20%,?,-6%,?,0%,2%,5%,-3%
O=C(NCc1cccs1)C(=O)NCC1OCCCN1S(=O)(=O)c1cc(F)ccc1F (stereo not given),17,1%,10%,1%,7%,-24%,1%,0%,-11%
Cn1c(=O)[nH]c(=O)c2c1nc(NCCCn1ccnc1)n2Cc1ccc(F)cc1,-2,4%,6%,3%,-3%,17%,8%,-3%,7%
CCCNC(=O)c1ccccc1NC(=O)CSCc1ccc(OC)cc1,-2,-5%,-2%,8%,3%,-14%,11%,1%,6%
O=C(NCc1cccs1)C1C(=O)Nc2ccccc2C(=O)N1C1CCCC1 (stereo not given),5,.,.,28%,.,-14%,15%,5%,3%
CCOC(=O)/C=C1\SCC(=O)N1CC(=O)NC(C)C,-7,4%,-1%,-2%,-3%,0%,-1%,-5%,-1%
C=C(C)C(=O)Nc1cccc(C2=NOC3(C2)C[C@H](C(N)=O)N(C(=O)c2ccccc2)C3)c1 (stereo not given in full),22,3%,-4%,-2%,6%,18%,-2%,9%,-6%[11.6 µM]
CCC1CCCCN1CCCNC(=O)c1cn(CC(C)C)c(=O)c2cc(OC)c(OC)cc12 (stereo not given),?,-9%,0%,-28%,4%,-11%,-14%,?,3%
COc1ccc(-c2nc3ccccn3c2C=O)cc1,15,36%[activator],8%,-23%,-127%[inhibitor],?,-11%,-4%,6%
COc1ccc(NC(=S)NC2CCS(=O)(=O)C2)cc1 (stereo not given),7,7%,2%,10%,-5%,16%,3%,14%,4%
O=C(COC(=O)c1cccnc1Cl)c1ccccc1,10,40%[activator],-11%,8%,-7%,1%,5%,-5%,6%
COc1cc(-c2nc(CN3CCCN(C(=O)c4ccco4)CC3)c(C)o2)ccc1F,-7,-7%,?,-5%,0%,-25%,-6%,-4%,-4%
COc1cc([N+](=O)[O-])ccc1NC(=O)NN1CCN(C)CC1,12,-13%,?,0%,2%,12%,-1%,0%,-15%
Cc1cc(C(=O)COC(=O)c2ccc[nH]c2=O)c(C)n1CCc1ccc(F)cc1,29,-20%,-9%,-1%,3%,?,3%,-1%,2%
CN(CC(=O)Nc1ccc(Cl)cc1)C(=O)c1ccc(NS(=O)(=O)c2ccc3[nH]c(=O)[nH]c3c2)cc1,-11,-4%,0%,0%,2%,-12%,0%,-4%,4%
CCCCCc1ccc(S(=O)(=O)Nc2cc(C)ccn2)cc1,5,11%,-5%,2%,-7%[9.22 µM],5%,-1%,-27%,-10%
CCNC(=O)NC(=O)CSc1ccc(S(=O)(=O)N2CCCCC2)cn1,0,5%,0%,10%,-9%,?,8%,-11%,-14%
COc1cc(CC(=O)NCC(C)(C)N2CCOCC2)cc(OC)c1OC,7,24%,-1%,10%,-27%,0%,24%,-8%,-3%
CC(C)Oc1ccc(/C(O)=C2/C(=O)C(=O)N(CCCn3ccnc3)C2c2cccnc2)cc1 (stereo not given),24,24%,-1%,16%,-7%,19%,7%,8%,-5%
COCCCNC(=O)c1ccccc1SC,-8,6%,-5%,13%,-1%,14%,5%,20%,0%
COc1ccc(C(=O)Nc2ccnn2C2CCN(C3CCC3)CC2)cc1,-8,-11%,0%,-13%,-6%,-7%,-1%,2%,-16%
Cc1c(/C=N/NC(=O)c2ccc3c(c2)OCO3)cnn1C,0,-3%,1%,-9%,-2%,3%,-3%,?,-12%
O=C(O)c1cccc(C(=O)Cc2ccccc2)c1,0,3%,-1%,-11%,-2%[9.22 µM],25%,-11%,4%,-1%
CC1CCCN(C(=S)Nc2ccc(F)cc2)C1 (stereo not given),-13,-7%[11.3 µM],-2%,9%,-1%,6%,15%,0%,-32%
O=C(NCc1ccccn1)C(=O)Nc1cc2c3c(c1)CC(=O)N3CCC2,-1,8%,-1%,9%,-7%,11%,0%,6%,-13%
CCOC(=O)C1C(c2ccccc2O)NC(=O)NC1(O)C(F)(F)F (stereo not given),13,9%,6%,12%,-4%,33%,0%,?,3%
CSc1ccc(-c2sc(Nc3ccccc3)n[n+]2-c2ccccc2)cc1,-11,-9%,?,-5%,-4%[9.22 µM],-3%,-5%,-16%,20%
CCN1C(=O)[C@H]2[C@@H](c3ccc(-c4ccc(C(C)=O)cc4)cc3)N[C@@](Cc3ccccc3)(C(=O)OC)[C@H]2C1=O,-20,-4%,5%,-4%,28%,-18%,-12%,?,?
COc1cc(F)ccc1-c1csc(C(C)(O)c2ccccc2)n1 (stereo not given),12,-4%,.,?,.,0%,?,0%,-10%
O=C(CSc1ccc([N+](=O)[O-])cn1)Nc1ccc(N2CCOCC2)cc1,13,12%,-1%,-1%,4%,19%,-1%,-9%,-2%
COc1cc(-c2noc(C3CCCN(S(=O)(=O)c4cccc(Cl)c4)C3)n2)cc(OC)c1OC (stereo not given),-8,-10%,?,8%,-1%,-13%,9%,0%,-8%
O=C(NCCOc1ccccc1)c1cc(S(=O)(=O)N2CCOCC2)ccc1F,0,.,5%,9%,28%,-9%,-1%,3%,-4%
CCN=C1S/C(=C\c2cn(CC(=O)NCc3ccco3)c3ccccc23)C(=O)N1CC,28,7%,?,0%,?,?,7%,?,4%[57.1 µM]
Cc1ccc2c(c1)N1C(=O)c3ccccc3C1C1=C(CC(C)(C)CC1=O)N2 (stereo not given),-13,1%,-1%,-4%,4%,-1%,-3%,2%,-8%
Cc1ccc(NC(=O)C2CC(=O)n3ncnc3N2)cc1 (stereo not given),36,1%,1%,-6%,-4%,0%,0%[9.24 µM],5%,-5%
COc1ccc(CN2CCNC(=O)C2CC(=O)NCCc2nc(C)c3c(n2)CCC3)cc1C (stereo not given),-19,6%,0%,6%,?,0%,0%,17%,6%

Rewritten with each value named: entries from further up
Cc1cc(C(=O)COC(=O)c2ccc[nH]c2=O)c(C)n1CCc1ccc(F)cc1
  IL-1B inflam inh: 29
  ATXN2 expr inh: -20%
  MCF10A rerep: -9%
  HT1080 IDH1KD tx: -1%
  SW480 rerep: 3%
  KB-V1 cytotox: ?
  HT1080-NT tox: 3%
  KB-3-1 tox: -1%
  WRN inhibitor: 2%

CN(CC(=O)Nc1ccc(Cl)cc1)C(=O)c1ccc(NS(=O)(=O)c2ccc3[nH]c(=O)[nH]c3c2)cc1
  IL-1B inflam inh: -11
  ATXN2 expr inh: -4%
  MCF10A rerep: 0%
  HT1080 IDH1KD tx: 0%
  SW480 rerep: 2%
  KB-V1 cytotox: -12%
  HT1080-NT tox: 0%
  KB-3-1 tox: -4%
  WRN inhibitor: 4%
